PolyA inhibitor – blocks polyadenylation in yeast reporter cells; S. cerevisiae SKY197-pL101 polyadenylation reporter, beta-gal luminescence; efflux-impaired pdr1/pdr3 knockout yeast; score 100 = 6 SD above DMSO; calls only at 12 µM; actives 0.02% (n = 300,000);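 active means lowest replicate activity score at least 50, where 100 means six control SD above control mean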;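 further: yeast exposed to compound for 9 h at 30 °C; higher score means more reporter readthrough which indicates perturbed polyadenylation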
KCNQ1 inh – blocks the human KCNQ1 potassium channel; CHO-K1 KCNQ1, FluxOR thallium flux fluorescence; hits give high values; actives 1.3% (n = 310,000); AID 2642; B-score at 10 µM; P51787;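 active means compounds whose thallium flux B-score, printed positive for inhibition, exceeds three library SD while starting fluorescence stays within three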;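 further: channel opened by potassium depolarization with thallium stimulus after 20 min compound exposure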
KCNK3 inh – human KCNK3 channel inhibition, primary screen; O14649; CHO-KCNK3 thallium flux, FluxOR fluorescence; hits give low values; B-score at 10 µM; actives 0.84% (n = 340,000); AID 602410;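 active means B-score under library mean minus 4 SD, starting fluorescence ratio at most library mean plus 5 SD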;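 further: more negative B-score means stronger inhibition of thallium flux through KCNK3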
Dyrk1A ADPGlo – Dyrk1A (rat) kinase inhibition | ADP-Glo luminescence, NFATc1 peptide | inhibition, % at 12.5 µM | actives 0.43% (n = 310,000); in the data active means inhibition above about 50%;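 further: plate controls were vehicle with enzyme for no effect and no enzyme for full effect; many of its hits are not listed in these tables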
KCNQ1 pot – potentiators or activators of human KCNQ1 potassium channel. B-score at 10 µM. CHO-K1 KCNQ1, thallium flux FluxOR fluorescence; hits give high values. actives 0.35% (n = 310,000);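 active means fluorescence ratio B-score, a plate-corrected score, at least three library SD, with initial intensity B-score within 5 SD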
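assay system = KCNQ1-transfected CHO-K1 cells | medium = assay buffer with matched DMSO | probe or stimulus = depolarizing K+/Tl+ stimulus, K2SO4 and Tl2SO4 each 12.5 mM in 5x stock | dosing = single dose | incubation = dye 90 min, compound 20 min, room temperature | detection = kinetic FluxOR fluorescence, 10 s baseline plus 110 s post-stimulus | evaluation = ratio B score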
HDAC3 inh – inhibitors of human histone deacetylase 3; O15379; recombinant HDAC3, fluorogenic peptide/trypsin coupled, fluorescence; inhibition, % at 8.3 µM; actives 0.15% (n = 320,000); in the data active means inhibition above about 26%, passing the limit was not always enough
KCNK9 block – inhibitors of human KCNK9 two-pore domain potassium channel | HEK293 KCNK9, FluxOR thallium flux fluorescence; hits give low values | B-score at 10 µM | actives 1.2% (n = 310,000);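 active means ratio B-score over 3 SD below the library mean, with starting fluorescence within 5 SD of its mean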;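 further: negative B-score means less thallium flux so channel inhibition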
Target sequence (Q9NPC2 whole entry, looked up, the tested form may be a part): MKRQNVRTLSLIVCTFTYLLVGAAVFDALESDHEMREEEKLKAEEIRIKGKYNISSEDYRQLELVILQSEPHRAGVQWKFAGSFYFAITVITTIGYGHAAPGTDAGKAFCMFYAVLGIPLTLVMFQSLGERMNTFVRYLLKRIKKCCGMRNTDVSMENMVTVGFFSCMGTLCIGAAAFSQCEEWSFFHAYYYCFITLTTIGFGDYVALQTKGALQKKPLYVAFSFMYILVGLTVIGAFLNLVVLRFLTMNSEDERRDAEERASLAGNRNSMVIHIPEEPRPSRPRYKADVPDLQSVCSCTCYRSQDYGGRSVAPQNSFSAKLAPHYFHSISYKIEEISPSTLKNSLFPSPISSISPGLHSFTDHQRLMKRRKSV
RGS4 act – RGS4 potentiation or activation. B-score at 10 µM. HEK293 M3R/inducible RGS4, carbachol calcium flux Fluo4; hits give low values. actives 0.92% (n = 310,000);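 active means B-score of the integrated calcium signal more than 4 SD below the library mean, with starting fluorescence not abnormally high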;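 further: negative B-score means reduced calcium response which marks RGS4 activation or potentiation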
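Material: M3R-expressing HEK293 line, RGS4 induced by doxycycline | Schedule: Overnight RGS4 induction, 30 min dye load 37 °C, 20 min compound RT | Measured by: Fluo4 fluorescence kinetic imaging of calcium | Read-out: Integrated calcium ratio converted to B score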
hERG protect – hERG (human) protection from proarrhythmic block; activation (rescue from dofetilide block), less the hit threshold, % at 10 µM; actives 0.51% (n = 310,000); Q12809; CHO-hERG, FluxOR thallium flux, dofetilide IC70 present;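 active means activation above the mean of controls blocked by dofetilide plus 5 SD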;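 further: thallium influx through hERG after potassium depolarization seen as dye fluorescence rise; in these data hits start at about 4.7%; inactives centre near -7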
GSK3 alpha inh – human GSK-3 alpha kinase inhibition; P49840; ADP-Glo luminescence, 60 min; inhibition, % at 10 µM; actives 0.1% (n = 320,000); AID 2650;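 in the data active means inhibition above about 50%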;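 further: GST-tagged GSK-3 alpha with peptide substrate and 25 µM ATP; 0% = DMSO neutral wells and 100% = GW8510 positive control wells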
Target sequence (P49840 whole entry, looked up): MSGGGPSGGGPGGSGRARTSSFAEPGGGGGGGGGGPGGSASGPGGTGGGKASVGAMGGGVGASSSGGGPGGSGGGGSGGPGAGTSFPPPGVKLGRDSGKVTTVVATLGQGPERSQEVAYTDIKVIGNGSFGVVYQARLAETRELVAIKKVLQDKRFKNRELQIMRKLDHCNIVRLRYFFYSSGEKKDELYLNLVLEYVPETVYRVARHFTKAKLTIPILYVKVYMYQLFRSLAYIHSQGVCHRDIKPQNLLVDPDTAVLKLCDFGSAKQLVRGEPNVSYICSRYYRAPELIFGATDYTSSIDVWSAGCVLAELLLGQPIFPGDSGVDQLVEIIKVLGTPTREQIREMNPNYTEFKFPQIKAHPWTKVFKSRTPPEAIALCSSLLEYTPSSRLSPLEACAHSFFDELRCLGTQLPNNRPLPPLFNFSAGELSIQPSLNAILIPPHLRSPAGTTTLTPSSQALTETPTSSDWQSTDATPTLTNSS
GSK3beta inhib – blocks human GSK3beta kinase activity; P49841; GST-GSK3beta kinase, ADP-Glo luminescence, 60 min; hits give low values; activity score (negative = inhibition), % at 10 µM; actives 0.038% (n = 300,000); AID 2097;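 active means more than half of replicate wells score below -50%, meaning over 50% inhibition versus plate controls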;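 further: 0% = median DMSO wells and -100% = median GW8510 positive control wells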
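Test system: GST-fused GSK3beta enzyme, cell-free | Quantity: 1.6 ng GST-GSK3beta enzyme per well | Reagent: 25 µM ATP with peptide substrate | Schedule: 60 min enzyme reaction, room temperature | Signal: Luminescent ADP-Glo measurement of ADP formed | Read-out basis: Score relative to plate controls | Control set: DMSO and 20 µM GW8510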
An asterisk follows results filed as active; i = inactive; / = not tested or not shown. Only part of the results is shown; rates above refer to the full screens.

molecule | PolyA inhibitor | KCNQ1 inh | KCNK3 inh | Dyrk1A ADPGlo | KCNQ1 pot | HDAC3 inh | KCNK9 block | RGS4 act | hERG protect | GSK3 alpha inh | GSK3beta inhib
COc1ccc(CN(C(=O)CNC(=O)c2ccco2)C(C(=O)NC2CCCC2)c2ccco2)cc1 (configuration not stated) | i | i | i | -5 | i | -11 | i | i | -17 | -1 | 1
COc1ccccc1N(CC(=O)Nc1cccc(C(F)(F)F)c1)S(C)(=O)=O | i | i | i | -4 | i | 2 | i | i | -8 | -1 | -1
O=C(Cc1ccc(Cl)cc1)N1CCC2(CC1)NCCc1[nH]cnc12 | i | i | i | -6 | i | -5 | i | i | -3 | -1 | /
Cc1ccc(NC2=Nc3ccccc3CC2)cc1 | i | i | i | 1 | i | -9 | i | i | -9 | 2 | 0
Cc1cccc([C@@H]2[C@@H]3C(=O)N(C)C(=O)[C@@H]3[C@@H]3C(=O)Nc4ccccc4C(=O)N23)c1 | i | i | i | -2 | i | 1 | i | i | -2 | -2 | 0
Cc1cccc2c(N=Nc3ccccc3)c(O)[nH]c12 | i | i | i | -1 | i | 4 | i | i | -9 | -1 | -2
Cc1ccc2c(CC(=O)OCn3nnc4ccccc4c3=O)coc2c1 | i | i | i | 6 | i | -4 | i | i | -4 | -1 | -3
CCCn1c(Oc2ccccc2)nc2c1c(=O)n(C)c(=O)n2C | i | i | i | / | i | -7 | i | i | -9 | 0 | 2
COc1ccc(CC(CN)c2ccccc2)cc1 (configuration not stated) | i | i | i | 1 | i | 7 | i | i | -14 | -2 | -5
C#CCOc1ccc(C2C3=C(COC3=O)Nc3cc4c(cc32)OCO4)cc1OC (configuration not stated) | i | i | i | / | i | / | i | i | -12 | / | -6
Cc1ccc(-c2cc(C(=O)Nc3ccc(S(=O)(=O)Nc4onc(C)c4C)cc3)[nH]n2)c(O)c1 | i | i | i | -7 | i | -3 | i | i | -13 | -2 | 3
COCCN(CCOC)c1nc(S(=O)(=O)c2ccc(C)cc2)c(Cl)s1 | i | i | i | -4 | i | 1 | -7.8* | i | -5 | -1 | 2
COC(=O)C1=NNC2(C)C(=O)N(c3ccc(C)cc3)C(=O)C12 (configuration not stated) | i | i | i | -9 | i | 1 | i | i | -7 | -2 | 0
NCCCC[C@@H]1NC(=O)c2cc([N+](=O)[O-])cc(I)c2SC[C@@H](C(N)=O)NC(=O)[C@H](CCC(N)=O)NC1=O | i | i | i | 4 | i | 0 | i | i | -7 | -1 | -10
COc1ccc(Cc2c[nH]c(=O)[nH]c2=O)cc1 | i | i | i | -2 | i | 2 | i | i | -5 | -3 | 3
CC1CN(C(=O)c2cc(F)c(F)cc2Cl)CC(C)O1 (configuration not stated) | i | i | i | -4 | i | 2 | i | i | -7 | -5 | -2
COC(=O)C1=C(C)Nc2c(c(=O)n(C)c(=O)n2C)C1c1ccc(C)cc1 (configuration not stated) | / | i | i | 1 | i | 0 | i | i | -12 | -1 | -4
CCCCN(CC)Cc1ccc(CNC(=S)Nc2ccccc2F)o1 | i | i | i | -4 | i | -2 | i | i | -8 | 1 | 2
COCCOC(=O)C(C#N)c1nc2ccccc2nc1N1CCN(Cc2ccccc2)CC1 (configuration not stated) | i | i | i | 1 | i | -9 | i | i | -13 | -2 | -27
CC1(C)CC(=O)C2=C(C1)NC(Nc1nc3ccccc3o1)=NC2c1ccccn1 (configuration not stated) | i | i | i | 3 | i | -2 | i | i | -7 | -3 | 3
CCOC(=O)N1CCN(Cc2nc(C3CC3)no2)CC1 | i | i | i | 0 | i | -10 | i | i | -8 | -2 | 1
CCC(C)NC(=O)CSc1nnc(-c2ccc(OC)c(OC)c2)c(-c2ccc(OC)c(OC)c2)n1 (configuration not stated) | i | i | i | 8 | i | -6 | i | i | -1 | -1 | 1
Cc1cc(/C=N/NC(N)=S)c(C)n1-c1ccc(Cl)c(Cl)c1 | i | i | i | -4 | i | 14 | i | i | -3 | -2 | 0
Cc1ccc(S(=O)(=O)N2CCN(C)CC2)cc1[N+](=O)[O-] | i | i | i | -2 | i | 2 | i | i | -10 | -2 | 4
CCn1ccnc1CN(C)Cc1cn(-c2ccccc2)nc1-c1ccc(OC)cc1F | i | i | i | -1 | i | 8 | i | i | -15 | -1 | 1
COc1ccc(NC(=O)CSc2nc3ccccc3cc2Cc2ccccc2)cc1 | i | i | i | -23 | i | / | i | i | -13 | 1 | 0
COC(=O)C1CC(=O)c2sccc2C1 (configuration not stated) | i | i | i | 6 | i | -5 | i | i | -5 | 0 | -1
O=C(O)C(Cc1ccccc1)N1Cc2ccccc2C1=O (configuration not stated) | i | i | i | 1 | i | 5 | i | i | -6 | -5 | 1
Cc1noc(C)c1C(=O)N1CCCC(C(=O)c2cccc(C(F)(F)F)c2)C1 (configuration not stated) | i | i | i | -4 | i | 3 | i | i | -7 | -3 | 0
COc1cccc(OC)c1C(=O)Nc1ccc2nc(C)c(C)nc2c1 | i | i | i | 0 | i | 1 | i | i | -3 | -2 | 0
O=S(=O)(NCCSc1nnnn1-c1ccccc1)c1cccs1 | i | i | i | 16 | i | -2 | i | i | -6 | 0 | -2
COc1cc(C2Nc3c(F)cccc3C3C=CCC32)cc(Br)c1OC (configuration not stated) | i | i | i | 2 | i | -3 | i | i | -12 | 0 | 4
NNC(=O)Cc1cn(-c2ncc(C(F)(F)F)cc2Cl)c2ccccc12 | i | i | i | -1 | i | 0 | i | i | -14 | 1 | -3
CC(C)c1nc2oc3c(NCC4CCCO4)ncnc3c2c2c1CCC2 (configuration not stated) | i | i | i | -4 | i | -27 | i | i | -10 | 11 | 1
O=C(Nc1cccnc1)c1cc2c(ccc3ccccc32)o1 | i | i | i | 5 | i | -2 | i | i | -12 | 2 | 2
COc1ccc(NC(=O)CSc2nc3nc(-c4cccs4)cc(C(F)(F)F)c3c(=O)[nH]2)c(OC)c1 | i | 9* | i | 2 | i | 3 | i | i | -5 | 0 | 0
CCc1nnc(NC(=O)CSc2nnc(CNc3cccc(C)c3)n2-c2ccccc2)s1 | i | i | i | -3 | i | / | i | i | 1 | -1 | 2
O=C(CCNC(=O)c1ccc(Cl)cc1)Nc1ccc(Cl)cc1F | i | i | i | 0 | i | -4 | i | i | 3 | -1 | 0
O=[N+]([O-])c1cccc(N/N=C/c2ccc(N3CCOCC3)cc2)c1 | i | i | i | 8 | i | 2 | i | i | -10 | 7 | 3
COc1ccc(-c2noc(COc3ccc4c(c3)OCO4)n2)cc1 | i | i | i | -1 | i | 6 | i | i | -8 | 0 | 2
COc1ccc2c(c1)cc1n2CCN2CCCN=C12 | i | i | i | 1 | i | 0 | i | i | -6 | -3 | 1
CC1CC(C)CN(CC(=O)Nc2ccc3c(c2)OCCO3)C1 (configuration not stated) | i | i | i | 5 | i | -3 | i | i | -10 | -7 | 3
COc1ccc(CCNC(=O)c2nc(-c3cccs3)no2)cc1OC | i | i | i | 3 | i | -9 | i | i | -6 | -5 | -2
CC(C)(C)c1cccc(/C=N/O)c1O | i | i | i | -6 | i | 5 | i | i | -15 | -4 | 1
COc1cccc(CNC(=O)Cc2csc(Nc3nc(=S)[nH]c4ccccc34)n2)c1 | i | i | i | -2 | i | -8 | i | i | -20 | -3 | -2
COc1ccc(CN(C)C(=O)c2ccc(NC(=O)CC3SC(N4CCCC4)=NC3=O)cc2)c(OC)c1OC (configuration not stated) | i | i | i | 14 | i | 0 | i | i | -9 | -4 | -7
O=C(O)c1cccc(NC(=O)C2CC(=O)N(Cc3ccccc3)C2)c1 (configuration not stated) | i | i | i | -7 | i | -1 | i | i | -1 | -3 | 1
NS(=O)(=O)c1cc(C(=O)OCC(=O)N2CCOCC2)ccc1Cl | i | i | i | 2 | i | 2 | i | i | -4 | -4 | -1
O=C(CCCSc1ccccc1)Nc1nc(-c2ccccn2)cs1 | i | i | i | -6 | i | 10 | i | i | -12 | -2 | 0
CCc1ccc(NC(=O)N(CCN(C)C)C(C)c2cccnc2)cc1 (configuration not stated) | i | i | i | 2 | i | -4 | i | i | -10 | 1 | 0
Cc1cc(C)c(C)c(C(=O)C2OC(=O)C(C)(C)C(=O)C2(C)C)c1C (configuration not stated) | i | i | i | 0 | i | -5 | i | i | -6 | -2 | 0
OCCN(Cc1ccccc1)Cc1cccc(F)c1 | i | i | i | -5 | i | 3 | i | i | -8 | -3 | 3
O=C1C2CCCCN2C(=O)N1CCCCN1CCN(c2cccc(Br)c2)CC1 (configuration not stated) | i | i | i | -5 | i | 2 | i | i | -6 | -4 | -4
COC(=O)c1ccc(CSc2nc3ccc(S(N)(=O)=O)cc3[nH]2)cc1 | i | i | i | -10 | i | 4 | i | i | -7 | -1 | -2
CCOc1ccc(NS(=O)(=O)c2ccc3c(c2)CCN3C(C)=O)cc1 | i | i | i | -3 | i | 5 | i | i | -6 | -2 | -1
CCNC(=O)/N=C1/NC(=O)C(C(C)C)O1 (configuration not stated) | i | i | i | -6 | i | 0 | i | i | -13 | / | 1
O=C(CCSCc1ccccc1Cl)NCc1ccco1 | i | i | i | 9 | i | 0 | i | i | -20 | -5 | -1
COC(CNC(=O)CSCc1nc(-c2ccc(SC)cc2)oc1C)OC | i | i | i | -11 | i | 2 | i | i | -5 | -3 | 3
Cc1ccc(NC(=O)C(=O)c2c[nH]c3ccccc23)cc1 | i | i | i | 0 | i | -2 | i | i | -3 | 1 | 2

3 compounds from above, arranged by SMILES length, lowest first.
molecule | PolyA inhibitor | KCNQ1 inh | KCNK3 inh | Dyrk1A ADPGlo | KCNQ1 pot | HDAC3 inh | KCNK9 block | RGS4 act | hERG protect | GSK3 alpha inh | GSK3beta inhib
OCCN(Cc1ccccc1)Cc1cccc(F)c1 | i | i | i | -5 | i | 3 | i | i | -8 | -3 | 3
CC(C)c1nc2oc3c(NCC4CCCO4)ncnc3c2c2c1CCC2 (configuration not stated) | i | i | i | -4 | i | -27 | i | i | -10 | 11 | 1
O=[N+]([O-])c1cccc(N/N=C/c2ccc(N3CCOCC3)cc2)c1 | i | i | i | 8 | i | 2 | i | i | -10 | 7 | 3
